# Mot1-301 SUMO = inhibitors of SUMOylation pathway: yeast Mot1-301 growth rescue; S. cerevisiae Mot1-301 growth rescue, ATP luminescence, 38.5C; percent above DMSO median, 100 means doubled; actives 1% (n = 320,000); AID 2716; growth rescue, % at 18.8 µM;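 active = every valid replicate shows activation above 250% relative to neutral control wells; inactive = the rest, any valid replicate at or below 250%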;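 also: OY570 slx delta 5 strain wells were the positive control but not used for scaling; some compounds called inactive have numbers as strong as hits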
# OPRM1-OPRD1 inv = mu-delta opioid heterodimer inverse agonism | P35372+P41143 | cell-based MOR-DOR heterodimer luminescence | inhibition, % at 9.3 µM | actives 0.21% (n = 340,000) | AID 504357; in the data active = inhibition above about 22%, passing the limit was not always enough;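 also: 0% = cells with DMSO and 100% = wells without cells with DMSO; values of inactives mirror those of a sister screen read the other way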
# Target sequence (P35372 whole entry, looked up): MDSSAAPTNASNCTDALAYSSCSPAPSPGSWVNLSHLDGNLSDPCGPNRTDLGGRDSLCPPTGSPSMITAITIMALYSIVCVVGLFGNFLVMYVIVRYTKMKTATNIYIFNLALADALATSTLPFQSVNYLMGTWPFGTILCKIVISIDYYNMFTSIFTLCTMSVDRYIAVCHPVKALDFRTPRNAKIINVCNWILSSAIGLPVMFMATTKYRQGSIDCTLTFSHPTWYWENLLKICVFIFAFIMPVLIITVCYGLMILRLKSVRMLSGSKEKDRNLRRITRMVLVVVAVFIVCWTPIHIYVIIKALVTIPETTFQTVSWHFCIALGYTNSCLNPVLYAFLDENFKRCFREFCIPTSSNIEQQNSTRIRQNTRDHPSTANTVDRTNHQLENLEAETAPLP
# Target sequence (P41143 whole entry, looked up): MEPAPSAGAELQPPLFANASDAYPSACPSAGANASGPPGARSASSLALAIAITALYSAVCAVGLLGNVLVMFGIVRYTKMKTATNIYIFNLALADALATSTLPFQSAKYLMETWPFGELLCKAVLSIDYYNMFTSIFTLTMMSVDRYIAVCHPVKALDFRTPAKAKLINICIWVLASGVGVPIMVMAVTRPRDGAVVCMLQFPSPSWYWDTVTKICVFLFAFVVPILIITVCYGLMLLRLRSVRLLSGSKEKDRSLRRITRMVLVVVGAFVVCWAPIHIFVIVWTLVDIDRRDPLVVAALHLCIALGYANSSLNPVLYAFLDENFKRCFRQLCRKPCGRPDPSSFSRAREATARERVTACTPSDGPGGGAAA
# PKA-R2B activ = PKA-R2B complex activation. PKA-R2B holoenzyme dissociation, Cy5-IP20 fluorescence polarization; R2B truncated from residue 108, S112A mutant; 0% DMSO only, 100% 113 µM cGMP. activation, % at 11.4 µM. actives 0.079% (n = 340,000);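 active = activation above a cutoff set at the mean over all compounds plus 3 SD, cut at about 18% in these data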;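 also: higher means more holoenzyme dissociation and a rise in polarization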
# PKA-R1A activ = PKA-R1A complex activation; PKA-R1A dissociation, Cy5-IP20 fluorescence polarization; scaled: DMSO 0%, 113 µM cGMP 100%; activation, % at 11.4 µM; AID 504707; actives 0.083% (n = 340,000); P00514+P68181;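 active = percent activation above the mean of all tested compounds plus 3 SD, cut at about 19% in these data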;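 also: higher means more PKAc released from R1A so a rise in polarization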
# Tat transport = inhibitors of E. coli Tat protein transport; E. coli MC4100 TorA-mCherry Tat export, fluorescence; inhibition, % at 10 µM; actives 0.036% (n = 340,000);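 active = mean replicate inhibition at least 50% and at least half of replicates individually reaching 50%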;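 also: exported cargo escapes ClpAP degradation while cytoplasmic cargo is degraded and loses fluorescence; 0% = median of neutral control wells and 100% = median of NaSCN control wells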
# HTR5A inv ctr = HTR5A inverse agonism, opioid heterodimer counter-screen; inhibition, % at 9.3 µM; HTR5A cell line, luminescence; P47898; actives 0.083% (n = 340,000); in the data active = inhibition mostly above about 23%, no sharp cut-off; inactive = mostly below about 18%;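 also: 0% = cells with DMSO and 100% = no-cell wells with DMSO; some compounds called inactive have numbers as strong as hits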
# MOR-DOR ag = agonists of human mu-delta opioid receptor heterodimerization; cells, OPRM1-OPRD1 heterodimerization, luminescence; activation, % at 9.3 µM; actives 0.3% (n = 340,000); in the data active = activation above about 18%;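 also: 0% = vehicle-treated cells and 100% = reference agonist; values of inactives mirror those of a sister screen read the other way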
# E coli growth = reduces bacterial viability in AddAB counter-screen | E. coli V3065 growth, OD600 absorbance, 18 h | inhibition, % at 11.9 µM | actives 0.27% (n = 330,000);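 active = inhibition above the campaign's mean inhibition across all tested compounds plus 3 SD, cut at about 9.9% in these data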;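 also: uninfected addAB+ strain grown without phage in ampicillin broth; 0% = DMSO wells and 100% = ciprofloxacin 0.95 µg/ml wells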
# AddAB inh = less growth of phage-infected E. coli with AddAB | inhibition, % at 11.9 µM | actives 0.29% (n = 330,000) | E. coli expressing H. pylori AddAB, absorbance growth; in the data active = inhibition above about 12%;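 also: 0% = vehicle wells of infected cells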
# PfHsp90 set2 = inhibits growth of yeast expressing Plasmodium falciparum Hsp90 | S. cerevisiae expressing PfHsp90, BacTiter-Glo ATP, 48 h; yeast lacking PDR1 and PDR3 efflux regulators | inhibition, % at 9.4 µM | actives 0.32% (n = 310,000);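 active = every replicate shows inhibition above about 80%, whatever the replicate mean, limit read from the data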;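 also: 0% = DMSO neutral controls and 100% = 20 µM radicicol positive controls; yeast relying on Plasmodium falciparum Hsp90 in place of its own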
# phage Ecoli inh = E. coli growth loss with phage present; inhibition, % at 11.9 µM; AID 651602; growth absorbance; actives 0.26% (n = 360,000); in the data active = inhibition above about 11%
# Active calls of the source: *; x = no result given.
[1] COC(=O)c1cc(NC(=O)c2cc(-c3ccc(OC)cc3)oc2C(F)(F)F)ccc1N1CCOCC1
[2] Cc1c(NC(=O)C(C)OC(=O)c2cccnc2)c(=O)n(-c2ccccc2)n1C (centres undefined)
[3] Cc1ccc(OCCN2C(=O)NC3(CCc4ccccc4C3)C2=O)cc1 (centres undefined)
[4] O=C(NCCC(=O)N(Cc1ccco1)Cc1cccs1)c1ccccc1Cl
[5] CN(C)C(=O)c1c(NC(=O)c2ccccc2)sc2c1CCC2
[6] C#CCNc1cc(-c2ccccc2)nc2ncnn12
Compound | 1 | 2 | 3 | 4 | 5 | 6
Mot1-301 SUMO | -21 | -14 | -11 | 2 | -3 | -3
OPRM1-OPRD1 inv | 0 | 8 | -9 | 10 | 8 | -6
PKA-R2B activ | -4 | -1 | -13 | -13 | -8 | 2
PKA-R1A activ | 2 | -3 | -3 | -9 | -4 | -1
Tat transport | -1 | 3 | 11 | 5 | 1 | -2
HTR5A inv ctr | -22 | 10 | 8 | 3 | 0 | 6
MOR-DOR ag | -0.1 | -1.5 | 1.3 | -2.6 | -1.8 | 1.2
E coli growth | -2.8 | -0.8 | 2.9 | 0.3 | 0.5 | 4.4
AddAB inh | -1.0 | 3.5 | -0.4 | 0.6 | 1.3 | 0.7
PfHsp90 set2 | 28 | -4 | 6 | -3 | -15 | -3
phage Ecoli inh | -2.2 | 2.3 | 2.2 | 0.8 | 2.8 | 2.1

# Part of the list above, with tabs:
item	Compound	Mot1-301 SUMO	OPRM1-OPRD1 inv	PKA-R2B activ	PKA-R1A activ	Tat transport	HTR5A inv ctr	MOR-DOR ag	E coli growth	AddAB inh	PfHsp90 set2	phage Ecoli inh
1	COC(=O)c1cc(NC(=O)c2cc(-c3ccc(OC)cc3)oc2C(F)(F)F)ccc1N1CCOCC1	-21	0	-4	2	-1	-22	-0.1	-2.8	-1.0	28	-2.2
2	Cc1c(NC(=O)C(C)OC(=O)c2cccnc2)c(=O)n(-c2ccccc2)n1C (centres undefined)	-14	8	-1	-3	3	10	-1.5	-0.8	3.5	-4	2.3

# Additional compounds:
[7] COc1ccccc1/C=C/C(=O)NCC(=O)N1CCC(N(C)C2CCCC2)CC1
[8] COC(=O)c1ccc(C(=O)OC)c(NC(=S)N2CC(C)CC(C)C2)c1 (centres undefined)
[9] CN(C)c1ccc(NC(=O)CSc2nnc(C3CCCCC3)n2N)cc1
[10] CN(Cc1ccon1)C(=O)C1CCC(=O)N(Cc2ccc(Cl)cc2)C1 (centres undefined)
[11] CCN(CC)CCN(C(=O)c1cccc([N+](=O)[O-])c1)c1nc2ccc(OC)cc2s1
[12] Cc1c(NC(=O)COc2ccccc2Cl)c(=O)n(-c2ccccc2)n1C
Compound | 7 | 8 | 9 | 10 | 11 | 12
Mot1-301 SUMO | 9 | -3 | -20 | 16 | 14 | -3
OPRM1-OPRD1 inv | 3 | -29 | 5 | 18 | -25 | 10
PKA-R2B activ | -14 | 1 | -6 | 5 | -9 | -10
PKA-R1A activ | -5 | -4 | -8 | 7 | 2 | 2
Tat transport | -1 | 4 | -6 | -6 | -9 | -1
HTR5A inv ctr | -1 | -14 | 14 | 5 | 13 | 3
MOR-DOR ag | -0.4 | 4.2 | -0.9 | -3.5 | 4.7 | -2.5
E coli growth | -1.4 | 0.8 | -0.2 | 0.9 | 1.9 | 1.2
AddAB inh | -2.7 | -0.5 | 2.9 | 0.4 | 1.5 | 0.9
PfHsp90 set2 | x | -27 | -31 | 2 | 8 | 14
phage Ecoli inh | 3.3 | 1.2 | 1.1 | -1.5 | -1.7 | 5.3

# Some values from above:
# CCN(CC)CCN(C(=O)c1cccc([N+](=O)[O-])c1)c1nc2ccc(OC)cc2s1 in PfHsp90 set2 is listed with 8
# COc1ccccc1/C=C/C(=O)NCC(=O)N1CCC(N(C)C2CCCC2)CC1 in Tat transport is listed with -1
# CN(Cc1ccon1)C(=O)C1CCC(=O)N(Cc2ccc(Cl)cc2)C1 (centres undefined) in PKA-R2B activ is listed with 5
# Cc1c(NC(=O)COc2ccccc2Cl)c(=O)n(-c2ccccc2)n1C in HTR5A inv ctr is listed with 3
# COC(=O)c1ccc(C(=O)OC)c(NC(=S)N2CC(C)CC(C)C2)c1 (centres undefined) in MOR-DOR ag is listed with 4.2
# CN(C)c1ccc(NC(=O)CSc2nnc(C3CCCCC3)n2N)cc1 in Tat transport is listed with -6

# The results go on:
[13] CCc1nnc(NC(=O)CN2CCN(c3ccccc3F)CC2)s1
[14] NNC(=O)c1ccc(COc2ccc([N+](=O)[O-])cc2)o1
[15] Cc1cccc(NC(=O)N2CCC(NC(=O)c3ccco3)CC2)c1
[16] Nc1ccc(N2CCN(C(=O)c3cccs3)CC2)cc1
[17] CCCCOc1ccc(CSC(CC(=O)O)C(=O)O)cc1 (centres undefined)
[18] CCOC(=O)c1[nH]c(C)c(/C(O)=C2\C(=O)C(=O)N(CCCn3ccnc3)C2c2ccncc2)c1C (centres undefined)
[19] O=C(NCC(=O)N1CCCC1)c1ccc(Br)cc1
[20] COC(=O)C1=C(C(=O)OC)[C@@H]2N(C)c3ccccc3[C@@]23C[C@@H](C(=O)OC)N(C(=O)c2ccc(Br)cc2)C3=N1
[21] Cc1c(CC(=O)NC(C)C)c(=O)oc2cc3c(cc12)CCC(C)(C)O3
Compound | 13 | 14 | 15 | 16 | 17 | 18 | 19 | 20 | 21
Mot1-301 SUMO | -1 | 1 | -12 | -8 | 2 | -11 | -1 | 88 | -3
OPRM1-OPRD1 inv | 7 | -3 | 8 | -11 | 13 | 11 | 16 | 19 | 3
PKA-R2B activ | -11 | -2 | 2 | -15 | -7 | 14 | 4 | -7 | 0
PKA-R1A activ | 3 | 6 | -4 | -1 | -12 | -4 | -1 | -8 | -8
Tat transport | -23 | 16 | -11 | -5 | -4 | 6 | -1 | -5 | 1
HTR5A inv ctr | 4 | -6 | -4 | 7 | 8 | -3 | -3 | 0 | -11
MOR-DOR ag | -1.4 | 0.5 | -1.4 | 1.9 | -2.2 | -2.6 | -2.6 | -4.2 | -0.6
E coli growth | 1.0 | -1.3 | 0.6 | 2.7 | 0.5 | -1.6 | 2.0 | -0.5 | -0.2
AddAB inh | -0.1 | 2.7 | 3.1 | 2.6 | 2.5 | 4.4 | 1.0 | 3.7 | -2.7
PfHsp90 set2 | 15 | 10 | -1 | 6 | -15 | 24 | 20 | 12 | -8
phage Ecoli inh | 2.2 | 3.5 | 4.5 | 0.8 | 1.6 | 1.0 | 2.8 | 1.4 | 2.5

# Screening data (PubChem)
